Compound activity as filed in PubChem BioAssay.
SKN-1 block = blocks SKN-1 activity in C. elegans. C. elegans VP596 Pgst-4::GFP/RFP ratio, acrylamide-induced, 24 h. inhibition, % at 21.8 µM. 360,000 tested, 0.49% active. AID 624304;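 active = interference check ratio from 0.5 to 1.5 plus GFP to RFP signal ratio inhibition reaching or exceeding a fixed threshold, cut at about 30% in these data, passing the limit was not always enough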; also: some compounds called inactive have numbers as strong as hits
NRP1-CendR mod = NRP-1/CendR interaction modulation; O14786; FAM-RPARPAR peptide binding to NRP-1, fluorescence polarization; inhibition, % at 25 µM; 360,000 tested, 0.85% active;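 active = inhibition or corrected inhibition above about 18%, plus a signal ratio from 0.5 to 1.5, limit read from the data, passing the limit was not always enough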; also: strong numbers were not always called active
Rpn11 block = blocks the human proteasome subunit Rpn11; O00487; human 26S proteasome, Ub4-pepOG fluorescence polarization; 20S core pre-blocked with epoxomicin; calls only at 20 µM; 360,000 tested, 0.59% active;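 active = inhibition at 20 µM, scaled to each plate's controls, above about 33%, limit read from the data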
LMPTP block = blocks human LMPTP phosphatase; 360,000 tested, 0.22% active; P24666; recombinant LMPTP-A, OMFP fluorogenic substrate, fluorescence intensity; inhibition, % at 20 µM;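 active = compounds that cut the enzyme signal by at least half of the control window in the single-dose screen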;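 also: plate controls were DMSO wells with enzyme plus substrate for no effect and substrate without enzyme for full effect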
Target sequence (P24666 whole entry, looked up): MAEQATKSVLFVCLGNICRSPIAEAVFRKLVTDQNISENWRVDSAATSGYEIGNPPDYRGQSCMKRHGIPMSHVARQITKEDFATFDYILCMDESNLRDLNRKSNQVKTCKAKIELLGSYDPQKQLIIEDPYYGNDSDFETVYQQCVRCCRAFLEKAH
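Test system: LMPTP-A phosphatase enzyme; input: 0.625 nM LMPTP-A final; reagent: OMFP substrate, 400 µM final; compound dosing: 20 µM single dose, 3% DMSO; incubation: 50 min dark incubation at room temperature; measured by: endpoint fluorescence intensity from OMFP dephosphorylation; measure: % inhibition relative to no-enzyme and uninhibited control wells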
STEP block = blocks human striatal-enriched tyrosine phosphatase; 360,000 tested, 0.25% active; recombinant STEP, OMFP fluorogenic substrate, fluorescence; inhibition, % at 20 µM; AID 588621; P54829;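 active = inhibition at 20 µM, scaled per plate between control wells, above about 37%, limit read from the data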;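 also: 0% = DMSO with enzyme and substrate and 100% = substrate only without enzyme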
Target sequence (P54829 whole entry, looked up): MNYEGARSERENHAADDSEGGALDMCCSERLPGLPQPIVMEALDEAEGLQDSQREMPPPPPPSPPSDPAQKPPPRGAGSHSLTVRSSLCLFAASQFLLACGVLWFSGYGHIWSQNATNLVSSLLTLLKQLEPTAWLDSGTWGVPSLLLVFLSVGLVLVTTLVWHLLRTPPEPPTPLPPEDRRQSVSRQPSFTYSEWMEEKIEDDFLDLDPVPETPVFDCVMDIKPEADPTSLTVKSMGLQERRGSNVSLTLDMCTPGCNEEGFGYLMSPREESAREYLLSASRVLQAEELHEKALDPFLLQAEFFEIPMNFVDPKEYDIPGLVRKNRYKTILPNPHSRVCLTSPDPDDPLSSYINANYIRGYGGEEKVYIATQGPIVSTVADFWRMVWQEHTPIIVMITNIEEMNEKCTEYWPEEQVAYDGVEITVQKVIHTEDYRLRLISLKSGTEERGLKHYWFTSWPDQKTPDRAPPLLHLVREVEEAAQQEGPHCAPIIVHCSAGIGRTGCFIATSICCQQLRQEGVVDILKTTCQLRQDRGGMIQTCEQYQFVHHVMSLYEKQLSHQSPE
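Also added – OMFP at 25 µM · Test system – STEP tyrosine phosphatase · Technique – FITC-channel fluorescence of OMFP product · Schedule – 20 min at room temperature, dark · Evaluation – control-normalized % inhibition with plate pattern correction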
NadD block = blocks S. aureus nicotinate mononucleotide adenylyltransferase; 360,000 tested, 0.78% active; inhibition, % at 20 µM; purified NadD enzyme, colorimetric absorbance read-out; in the data active = inhibition above about 26%; also: some compounds past the cut are filed as inactive
DNMT1 block = inhibitors of human DNMT1 | 360,000 tested, 0.83% active | inhibition (reported as % activation of signal), % at 10 µM | DNMT1 molecular beacon, Hinp1I cleavage, fluorescence | AID 588458; in the data active = inhibition above about 50%
MT1-MMP act inh = inhibitors of human MT1-MMP activation; HT1080 RFP-PRO-GFP cells, GFP/RFP ratio fluorescence, overnight; percent of plate control window, DMSO zero; 360,000 tested, 0.061% active; GFP/RFP ratio change, % at 20 µM; AID 651647; P50281;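 active = GFP/RFP ratio change of at least 30% with cell ATP level not reduced by more than half and red fluorescence within 50% of control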; also: strong numbers were not always called active
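Assay system: HT1080 RFP-PRO-GFP cells | Dosing: 20 µM single dose, 1% DMSO | Incubation: Cells overnight before dosing, compound overnight, 37 °C, 5% CO2 | Evaluation: GFP/RFP fluorescence ratio | Control set: DMSO-only wells and HT1080 RFP-L50D-GFP cell wells as references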
SUMO1-SIM PPI = SUMO1-SIM interaction modulation | SUMO1 binding to a labelled peptide, TR-FRET, 1 h | inhibition, % at 20 µM | 360,000 tested, 0.33% active | AID 602429; in the data active = inhibition above about 37%
Target sequence (P63165 whole entry, looked up): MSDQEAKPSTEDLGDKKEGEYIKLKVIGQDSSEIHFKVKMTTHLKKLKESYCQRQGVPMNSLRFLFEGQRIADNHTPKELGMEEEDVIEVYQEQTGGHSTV
Scp-1 inhibitor = Scp-1 (human) phosphatase inhibition; AID 493091; Recombinant Scp1, phosphopeptide, malachite green phosphate absorbance; inhibition, % at 20 µM; Q9GZU7; 340,000 tested, 0.88% active;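 active = inhibition above about 50% at 20 µM, limit read from the data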;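 also: plate controls were DMSO wells with enzyme for no effect and wells lacking enzyme for full effect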
Target sequence (Q9GZU7 76-261 limits assumed): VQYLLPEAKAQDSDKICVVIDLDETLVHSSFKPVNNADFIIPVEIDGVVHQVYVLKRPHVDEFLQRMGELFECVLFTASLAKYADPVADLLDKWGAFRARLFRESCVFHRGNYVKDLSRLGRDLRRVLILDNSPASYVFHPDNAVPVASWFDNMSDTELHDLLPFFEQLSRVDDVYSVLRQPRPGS
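Times: enzyme reaction 45 min at room temperature, colour 5 min, stabilisation 30 min. Material: SCP-1 catalytic fragment, aa 76-261. Medium: Acidic Tris acetate buffer with magnesium and detergent. Signal: colorimetric free-phosphate detection, absorbance 630 nm. Read-out basis: % inhibition of SCP-1 phosphate liberation. Reagent: Phosphorylated 17-residue peptide substrate.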
The depositor's hits bear a star; i = inactive; · = no result given. Hits appear at their usual frequency. Share with any hit: about 3.9%.

SMILES	SKN-1 block	NRP1-CendR mod	Rpn11 block	LMPTP block	STEP block	NadD block	DNMT1 block	MT1-MMP act inh	SUMO1-SIM PPI	Scp-1 inhibitor
Cc1ccc(NC(=S)N(CCN2CCOCC2)Cc2cc3cc4c(cc3[nH]c2=O)OCCO4)cc1	-1	-7	i	2.3	0	3	-2	-1	7	2
COC(=O)CSc1nc(C)c(C(=O)Nc2ccccc2C)c(-c2ccc(Cl)cc2)c1C#N	2	-6	i	2.6	0	0	-4	-1	7	0
N#Cc1nc(COc2ccc(Cl)cc2)oc1N1CCN(Cc2ccccc2)CC1	9	-6	i	2.3	4	5	-4	-2	2	-6
COc1cc2c(cc1OC)C(c1ccccc1O)NCC2 (stereo not drawn)	13	-2	i	-0.3	0	1	-1	-7	1	-6
CN1CCN(S(=O)(=O)c2cccc([N+](=O)[O-])c2)CC1	13	-1	i	-3.3	-3	-7	-4	2	-17	-2
COc1ccccc1-c1n[nH]c2c1[C@H](C)CC[C@H]2C(C)C	-22	1	i	-0.1	2	-4	-4	-6	-4	7
CCOC(=O)c1c(C)[nH]c(C(=O)OCCOc2ccc(Cl)cc2)c1C	7	9	i	2.2	-1	-4	4	2	1	-1
COc1ccc(OC)c(Nc2nc(-c3sc(NC(=O)CC(C)C)nc3C)cs2)c1	1	-2	i	1.5	2	9	-40	1	5	-1
Cc1cc(C(C)(C)C)cc(S(=O)(=O)Nc2ccc(C(=O)O)cc2)c1C	3	8	i	0.4	2	-2	-1	2	6	-12
Cc1nc(-c2ccc(S(=O)(=O)N3CCN(Cc4ccccc4)CC3)s2)cs1	7	-5	i	2.1	3	1	-5	3	-20	-8
CC(C)n1c(=O)c2c(O)cc(=O)oc2c2ccccc21	12	-57	i	3.7	2	3	18	-9	16	-2
CC1(Cc2ccc(Cl)c(Cl)c2)C(=O)Nc2ccc(S(=O)(=O)NC3CCCCC3)cc21 (stereo not drawn)	1	0	i	2.4	-2	-1	7	-21	-10	·
COC(=O)[C@]1(C)N[C@H](CN(C)C(=O)Nc2ccc(OC)cc2)[C@@H]2C(=O)N(Cc3ccccc3)C(=O)[C@@H]21	-21	-17	i	-1.1	2	2	3	1	3	-11
COC(=O)c1ccc2nc(-c3cccc(Br)c3)c(Cc3ccsc3)n2c1	3	-16	i	-0.1	-4	9	3	-7	2	·
CC(C)(C)S(=O)(=O)c1ccc2nc3c(n2c1)CCCC3	-6	1	i	-0.1	-2	-4	0	0	13	-6
COc1cccc(C(=O)Nn2cnnc2)c1OC	0	11	i	-1.6	-2	2	-2	-4	0	-8
O=C(/C=C/c1ccc([N+](=O)[O-])cc1)NCC1CCCO1 (stereo not drawn)	9	5	i	-1.6	-4	2	-1	2	-25	4
CCN(CC)S(=O)(=O)c1ccc(C)c(NC(=O)Cn2cnc3cc([N+](=O)[O-])ccc3c2=O)c1	-6	-2	i	-0.8	0	12	-4	6	-30	15
C[C@@H]1CN([C@@H](C)CO)C(=O)CCCn2cc(nn2)CO[C@H]1CN(C)S(=O)(=O)c1ccccc1	-11	-16	i	-2.0	2	-4	2	0	5	·
Cc1ccc(NC(=O)CCCc2c[nH]c3ccccc23)nc1	-21	0	i	0.8	5	-5	-1	3	1	7
CC(C)(CNS(=O)(=O)c1ccc(F)cc1)CNS(=O)(=O)c1ccc(F)cc1	12	2	i	0.1	1	-1	4	-2	1	-7
CSc1ccc2nnc(-c3cccc(F)c3)n2n1	5	-5	i	-0.4	-1	10	4	-5	-13	-3
CC1CCC(N2CCNCC2)CC1 (stereo not drawn)	-5	9	i	-5.4	2	5	2	4	-2	-1
COc1ccc(NC(=O)CN2C(=O)NC(C)(c3ccc(C)cc3)C2=O)cn1 (stereo not drawn)	-4	6	i	-0.5	-1	-8	-1	2	3	-5
O=C(CN1C(=O)NC2(CCCCCC2)C1=O)c1ccccc1	7	-14	i	0.4	4	2	-1	-4	4	-5
CCCCOC(=O)CSc1nc(N)c(C#N)c(-c2ccc(OC)cc2)c1C#N	22	14	i	5.2	1	-1	-13	3	-8	1
CC(=O)c1cc(CN2CCN(C(C)C)C(CCO)C2)cs1 (stereo not drawn)	4	-10	i	-1.2	-2	-8	3	-3	0	4
Clc1ccc(-c2ccnc(Oc3cc(Cl)ccc3Cl)n2)cc1	3	-15	i	4.8	7	-5	21	3	8	-11
CCCCn1c(=O)c(CCC(=O)OCC(=O)Nc2cccc3ccccc23)nc2ccccc21	12	-14	i	1.7	0	-5	-10	2	-3	-6
Cc1cc(F)ccc1NC(=O)C(C)n1c2ccccc2c2nc(=O)cc(C)n21 (stereo not drawn)	19	-1	i	-1.1	-3	2	2	1	-3	-4
C=CCn1c(CNC(=O)c2ccccc2F)nnc1SCC(=O)N1CCOCC1	-21	-12	i	0.6	-1	-5	6	0	-3	-2
Cc1ccccc1Cn1nc(C)c(NC(=O)c2noc3c2CCc2ccccc2-3)c1C	0	15	i	4.8	1	4	-12	0	8	-10
CCN(Cc1ccccc1)S(=O)(=O)c1c(C)[nH]c(C)c1C(=O)N1CCCCC1	-9	0	i	-0.7	2	-4	-3	-1	6	-9
CC(C)(C)OC(=O)N1CCC(c2c(C(=O)NCC3CCN(C4CCCC4)C3)cnn2-c2cccc(Cl)c2)CC1 (stereo not drawn)	22	-18	i	-0.6	6	-2	-8	2	-9	-3
Nc1cc(Cl)nc(N/N=C/c2c(O)ccc3ccccc23)n1	2	-3	i	2.4	-3	0	-29	-5	-5	14
CCc1ccc(-c2cc(C(=O)NCc3ccccn3)c3ccccc3n2)cc1	-5	-5	i	1.8	1	-4	-1	0	-10	-5
Cc1ccc(/C=C2\SC(=S)N(NS(=O)(=O)c3ccc(C)cc3)C2=O)cc1	7	-44	i	2.3	0	19	10	-4	-17	-15
COC(=O)C(N)CCCCN (stereo not drawn)	3	6	i	-7.5	-2	5	-10	9	-4	4
CC(=O)c1cc2c(cc1NC(=O)Cn1nc(C)c(C)c(C#N)c1=O)OCO2	6	-7	i	3.0	0	-1	-3	-2	-16	1
Cn1nc(C(=O)NCC(=O)Nc2ccc(F)c(F)c2)ccc1=O	8	3	i	-0.6	0	-1	7	5	0	·

Continued; the last five above are carried over.
SMILES	SKN-1 block	NRP1-CendR mod	Rpn11 block	LMPTP block	STEP block	NadD block	DNMT1 block	MT1-MMP act inh	SUMO1-SIM PPI	Scp-1 inhibitor
CCc1ccc(-c2cc(C(=O)NCc3ccccn3)c3ccccc3n2)cc1	-5	-5	i	1.8	1	-4	-1	0	-10	-5
Cc1ccc(/C=C2\SC(=S)N(NS(=O)(=O)c3ccc(C)cc3)C2=O)cc1	7	-44	i	2.3	0	19	10	-4	-17	-15
COC(=O)C(N)CCCCN (stereo not drawn)	3	6	i	-7.5	-2	5	-10	9	-4	4
CC(=O)c1cc2c(cc1NC(=O)Cn1nc(C)c(C)c(C#N)c1=O)OCO2	6	-7	i	3.0	0	-1	-3	-2	-16	1
Cn1nc(C(=O)NCC(=O)Nc2ccc(F)c(F)c2)ccc1=O	8	3	i	-0.6	0	-1	7	5	0	·
Cc1cc(N2C(=O)C(O)=C(C(=O)c3ccc(C)o3)C2c2cccc(Cl)c2)no1 (stereo not drawn)	14	-21	i	3.9	0	13	8	4	-5	·
CC1CCN(c2nc3ccc(C(=O)N4CCN(Cc5ccc6c(c5)OCO6)CC4)cc3s2)CC1	8	2	i	-0.4	-3	9	-4	-5	4	-12
Cc1ccccc1Cn1cc(NC(=O)c2noc3c2CC(C(C)(C)C)CC3)cn1 (stereo not drawn)	8	-6	i	1.7	-8	-1	7	6	-1	0
COc1ccc(NC(=O)Nc2ccc3c(c2)C(=O)N([C@H](C)CO)C[C@H](C)[C@@H](CN(C)S(=O)(=O)c2ccccc2)O3)cc1	2	6	i	-0.5	8	7	-7	-2	5	0
CCOC(=O)C1CCN(S(=O)(=O)c2ccc(C)c(C)c2)CC1	0	0	i	1.2	1	0	-1	3	0	-3
O=C(NCc1ccc(Cl)cc1)c1ccncc1	10	-8	i	-2.2	0	5	0	0	0	-8
CCOc1ccc(NC(=O)NC(=O)N(C(C)C)S(C)(=O)=O)cc1	-17	-4	i	-0.1	1	-2	3	-1	0	-10
CCOc1ccc(NC(=O)CN(C)C(=O)C2=COCCO2)cc1OCC	-13	2	i	0.0	1	-2	1	8	4	5
CC(=O)NCc1ccc(C(=O)CCl)cc1	0	-1	i	-0.5	0	-5	7	-1	-1	-1
COc1cc(OC)cc(C(=O)Nc2cccc(NC(=O)c3ccccc3)c2)c1	20	12	i	3.8	2	-10	-5	2	-1	-15
CCn1c(SCC(=O)NC2CC2)nnc1C(C)Oc1ccccc1 (stereo not drawn)	-6	4	i	-2.5	-3	-3	-1	3	0	0
CN(Cc1ccccc1)C(=O)CCC1CCN(C(=O)c2ccco2)CC1	16	12	i	-1.8	-1	-5	0	4	-1	·
Cc1ccc2oc(C(=O)N(Cc3ccccc3)C3CCS(=O)(=O)C3)c(C)c2c1 (stereo not drawn)	10	16	i	0.2	0	-2	-1	1	5	1
CCCOc1ccc(CNC(=O)C2CCN(c3nn4c(=O)cc(C)nc4s3)CC2)cc1	-1	-8	i	-0.4	3	2	1	-1	1	-7
Cc1ccc(CCS(=O)(=O)c2ccc(C(C)(C)C)cc2)cn1	6	12	i	0.5	-2	-1	0	-1	3	-6
COc1ccc(CCN=Cc2c(C)[nH]n(-c3ccc([N+](=O)[O-])cc3)c2=O)cc1OC	1	5	i	-1.3	2	-9	3	2	1	-5
COc1ccc(C(=O)NCC(=O)N/N=C/c2c(C)[nH]c3ccccc23)cc1OC	-9	6	i	1.4	-2	-5	-2	-1	10	1
COc1ccc(-c2cn3cccnc3n2)cc1Br	-3	-9	i	-1.6	-3	1	3	8	-12	-3
CCC(=O)N(Cc1cc(=O)[nH]c2ccccc12)c1ccc(OC)cc1	5	10	i	0.1	-3	-6	-1	-3	-3	-9
O=C(COc1cc(=O)n2c(n1)SCCC2)c1ccccc1	-1	2	i	-0.8	2	7	0	0	-2	-8
Cc1c(Br)c([N+](=O)[O-])nn1C(C)C(=O)N1CCc2ccccc2C1 (stereo not drawn)	2	6	i	-0.4	1	-2	-2	0	-13	-2
Cc1ccc(C)n1-c1ccc(C(=O)NC2CCN(Cc3ccccc3)CC2)cc1	0	-1	i	-0.1	0	-4	-4	5	-3	1
